From PubChem
POLB inh: qHTS Assay for Inhibitors of DNA Polymerase Beta | P06746 | Pol beta primer extension/strand displacement, fluorescence kinetic | Potency, µM (doses to about 114 µM), for inactives: at the top dose activity change, negative = inhibition, hits mostly inhibitors | 340,000 tested, 1.3% active | AID 485314, 2010; note: potency is the fitted concentration of half-maximal effect; % is set by controls: 0 for no effect and ±100 for the full control effect
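Pol beta (10 nM) and compounds were preincubated 15 min at room temperature, then 50 nM substrate (final) started primer extension/strand displacement. Reads were taken at 0 and 10 min; concentration-response data were fitted to a four-parameter Hill equation.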
Pol kappa inh: qHTS for Inhibitors of Polymerase Kappa. 400,000 tested, 0.53% active. DNA polymerase kappa (Homo sapiens), Q9UBT6. Potency, µM (series often up to 107 µM), for the others: at the top dose activity, negative = inhibition, actives largely listed as inhibitors. purified Pol kappa, fluorescent DNA synthesis assay, 10 min; note: potency is the fitted concentration of half-maximal effect; % is set by controls: 0 for no effect and ±100 for the full control effect
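50 nM final substrate added after 15 min RT preincubation of 10 nM Pol kappa with compound; fluorescence read at 0 and 10 min.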
ALOX12 inh: Primary qHTS assay for inhibitors of human arachidonate 12S-lipoxygenase (ALOX12): Round 2. Potency, µM (series often up to 108 µM), for inactives: at the top dose activity change, negative = inhibition, most hits filed as inhibitors. 580,000 tested, 1.1% active. Polyunsaturated fatty acid lipoxygenase ALOX12 (Homo sapiens), P18054. purified 12hLO, xylenol orange hydroperoxide absorbance; note: potency is the fitted concentration of half-maximal effect; % is set by controls: 0 for no effect and ±100 for the full control effect
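Hydroperoxide product was detected by ferrous iron/xylenol orange as the 573 to 405 nm absorbance ratio. Arachidonic acid at 40 uM (final) was turned over for 30 min at room temperature by 150 nM human 12hLO, pH 7.0 Hepes buffer, after 15 min compound preincubation.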
ERG-DNA inh: qHTS for Small Molecule Inhibitors of the ERG Ets/DNA interaction. Transcriptional regulator ERG (Homo sapiens), P11308. 370,000 tested, 0.028% active. fluorescence polarization, His-ERG Ets domain / labelled DNA. Potency, µM (top dose mostly 76.9 µM), for inactives: at the top dose FP activity, negative = inhibition, actives largely listed as inhibitors; active = well fitted inhibition curve with a large enough effect in the polarisation, with a control signal flat; inconclusive = small, poorly fitted or top-dose-only effect, or effect the other way, or a change in a side signal; inactive = no such curve, though single readings can be large or run the other way; the % refers to the polarisation;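 note: polarization taken with two DNA probes labelled with fluorescein and Texas red; potency is the fitted concentration of half-maximal effect; % of control where 0% means no effect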
Target sequence (P11308 whole entry, looked up, the tested form may be a part): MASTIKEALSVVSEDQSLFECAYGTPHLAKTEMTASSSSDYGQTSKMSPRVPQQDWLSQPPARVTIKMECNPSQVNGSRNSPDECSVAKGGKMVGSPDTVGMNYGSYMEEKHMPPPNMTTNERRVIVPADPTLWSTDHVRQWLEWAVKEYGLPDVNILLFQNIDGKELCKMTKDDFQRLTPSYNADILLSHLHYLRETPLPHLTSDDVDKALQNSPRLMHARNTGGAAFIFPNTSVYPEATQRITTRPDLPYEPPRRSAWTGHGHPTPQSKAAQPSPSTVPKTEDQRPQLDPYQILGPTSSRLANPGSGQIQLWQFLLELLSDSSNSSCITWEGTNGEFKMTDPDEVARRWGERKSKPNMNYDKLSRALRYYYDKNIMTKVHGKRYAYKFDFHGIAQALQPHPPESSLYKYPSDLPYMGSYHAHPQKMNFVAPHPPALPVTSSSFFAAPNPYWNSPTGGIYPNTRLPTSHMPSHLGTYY
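His-tagged ERG Ets domain (1 uM in the protein solution; 300mM KCl, 50mM Tris-HCl, 1mM EDTA, 1mM DTT, pH 7.5) received compound, then a probe mix of 5 nM fluorescein-DNA and 100nM Texas-615-DNA. Fluorescence polarization was read for both dyes.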
LDHA block: qHTS assay for inhibitors of human lactate dehydrogenase; 480,000 tested, 0.15% active; purified LDHA, NADH/diaphorase-resazurin fluorescence; active compounds read low; AID 1347041, 2019; activity change, % (values are at about 110 or 230 µM); in the data active = activity change below about -30%; inconclusive = mostly about -25% to -30%;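 note: plate controls were DMSO wells for no effect and wells without enzyme for full effect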
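Enzyme activity of human lactate dehydrogenase 5 (2 nM; 0.06 mM NADH, 0.2 mM pyruvate, 5 min, RT) is measured via a resazurin/diaphorase fluorescence readout of residual NADH.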
Pol eta inh: qHTS for Inhibitors of Polymerase Eta; DNA polymerase eta (Homo sapiens), Q9Y253; recombinant Pol eta, fluorescent DNA replication assay; Potency, µM (top dose mostly 114 µM), without a hit: top-dose activity change, negative = inhibition, usual class: inhibitors; 390,000 tested, 1.2% active; AID 588591, 2011; note: potency is the fitted concentration of half-maximal effect; % is set by controls: 0 for no effect and ±100 for the full control effect
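Pol eta (10 nM) was preincubated with compounds for 15 min at room temperature, after which fluorescent replication substrate (50 nM final) was added to start the reaction. Fluorescence was read kinetically at 0 and 10 min.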
RGS4 inh: Inhibitors of Regulator of G Protein Signaling (RGS) 4: qHTS | Transcreener GDP fluorescence polarization, RGS4-accelerated GTP hydrolysis | Potency, µM (titrated, usually from 114 µM), inactives show at the highest dose activity change, negative = inhibition, most hits filed as inhibitors | 390,000 tested, 0.039% active | AID 504845, 2011 | Regulator of G-protein signaling 4 (Homo sapiens), P49798; note: potency is the fitted concentration of half-maximal effect; % is set by controls: 0 for no effect and ±100 for the full control effect; nearly all actives have a fitted effect of over 75% in size; some results filed as inactive show a strong effect at the top dose
Target sequence (P49798 whole entry, looked up): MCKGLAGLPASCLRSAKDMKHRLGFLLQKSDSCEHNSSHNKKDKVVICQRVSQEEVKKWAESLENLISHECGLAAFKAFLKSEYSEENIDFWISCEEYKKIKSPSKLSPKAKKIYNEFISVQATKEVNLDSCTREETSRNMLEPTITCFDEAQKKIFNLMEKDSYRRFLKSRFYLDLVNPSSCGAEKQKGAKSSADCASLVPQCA
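MLSMR compounds (23 nl, pin-transferred) preincubated 10 min at room temperature with a 500nM (2x) first reagent, then RGS4 at 900nM (2x) plus Transcreener GDP mix added; fluorescence polarization (620/688 nm) read before and after 90 min at 30 °C.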
Anesthetic bind: qHTS Assay for Identification of Novel General Anesthetics; 350,000 tested, 0.074% active; Potency, µM (series often up to 77.5 µM), for the others: at the highest dose activity change, negative = displacement, usual class: inhibitors; apoferritin/1-aminoanthracene competitive binding, fluorescence; Ferritin light chain (Equus caballus), P02791; note: potency is the fitted concentration of half-maximal effect; % is set by controls: 0 for no effect and ±100 for the full control effect; nearly all actives have a fitted effect of over 20% in size
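In PBS, apoferritin at 10 uM is loaded with 1-AMA from a 50% saturated solution. After 10 min of compound exposure at ambient temperature, reduced 535 nm fluorescence indicates probe displacement.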
APE1 inh: qHTS Assay for Inhibitors of the Human Apurinic/apyrimidinic Endonuclease 1 (APE1); recombinant APE1, TAMRA/BHQ-2 abasic DNA cleavage fluorescence; 350,000 tested, 0.35% active; Potency, µM (titrated, usually from 65.8 µM), for inactives: at the highest dose activity change, negative = inhibition, hits mostly inhibitors; DNA repair nuclease/redox regulator APEX1 (Homo sapiens), P27695;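 note: potency is the fitted concentration of half-maximal effect; plate controls were vehicle for no effect and reference inhibitor for full effect; nearly all actives have a fitted effect of over 55% in size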
Target sequence (P27695 whole entry, looked up): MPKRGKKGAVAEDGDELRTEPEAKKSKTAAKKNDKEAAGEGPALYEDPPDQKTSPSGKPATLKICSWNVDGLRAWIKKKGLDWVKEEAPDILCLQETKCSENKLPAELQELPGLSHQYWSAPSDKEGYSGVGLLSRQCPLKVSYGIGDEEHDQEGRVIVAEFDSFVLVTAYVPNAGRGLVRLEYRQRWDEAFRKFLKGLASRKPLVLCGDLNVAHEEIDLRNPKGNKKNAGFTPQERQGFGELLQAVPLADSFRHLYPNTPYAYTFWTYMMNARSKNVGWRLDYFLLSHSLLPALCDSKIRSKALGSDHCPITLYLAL
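Step 1: APE1 (0.75 nM) with compound, 15 min RT. Step 2: add 50 nM fluorophore/quencher THF duplex. Step 3: three fluorescence reads 60 s apart (525/598 nm); read 3 minus read 1 = reaction progress.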
* hit, by the source's call; ? = inconclusive; nt = not tested or not shown; & = joins results of further samples; [ ] = remark or other dose. Unless noted, calls come from the whole dose curve; as a rule, active = well fitted curve in the direction sought with a large enough effect; inconclusive = small, poorly fitted or top-dose-only effect, or another doubt; inactive = no such curve, though single readings can be large; an effect the other way counts as inactive or inconclusive. Some of the compounds tested, so the mix of outcomes need not match the whole.

SMILES	POLB inh	Pol kappa inh	ALOX12 inh	ERG-DNA inh	LDHA block	Pol eta inh	RGS4 inh	Anesthetic bind	APE1 inh
COc1ccccc1C(=O)NC(=O)COC(=O)CCOc1ccc(C)cc1	nt	-9%	-10%	4%	-8	?	1%	nt	-5%
CN(CC(=O)NCCc1ccc(S(N)(=O)=O)cc1)CC(=O)Nc1cccc(F)c1	nt	1%	-4%	1%	-9	-6%	6%	nt	4%
CC1CCN(C(=O)c2ccc3c(c2)N(Cc2ccccc2F)C(=O)c2ccccc2S3(=O)=O)CC1	13%	-13%	-1%	-1%	-1	?	-7%	-8%	nt
COc1ccc(NS(=O)(=O)c2cc(NC(=O)CNC(=O)c3ccc(C)s3)ccc2Cl)cc1	19%	-9%	-18%	1%	-11	-25%	-6%	1%	-3%
Cc1ccc(S(=O)(=O)N/N=C/c2cccc(OC3CSC3)c2)cc1	1%	-5%	?	0%	0	-12%	-2%	12%	6%
OCC1(Cc2ccccc2F)CCCN(CC2CCCCC2)C1 (centres undefined)	-1%	-10%	0%	-11%	-2	-18%	-12%	-21%	21%
Cc1cc(C)c2[nH]c(=O)c(=O)[nH]c2c1	0%	6%	-27%	1%	-3	-4%	-6%	8%	-2%
Cc1cc(C)c(/C=N/NC(N)=O)c(C)c1/C=N/NC(N)=O	5%	-2%	23%	3%	-6	-6%	-21%	1%	9%
O=C(Nc1nnc(SCc2ccccc2)s1)C1=COCCO1	nt	-5%	2%	-12%	-10	4%	-3%	nt	1%
O=C(/C=C/c1ccccc1Cl)N1CCOCC1	33%	4%	20%	-14%	-4	-18%	-7%	6%	-6%
O=C(/C=N/NC(=O)c1ccc(Cl)cc1Cl)c1ccccc1	16%	-8%	7%	-11%	-5	-17%	-12%	-23%	-7%
CCCCn1c(CCNC(=O)CCC)nc2ccccc21	7%	-18%	17%	11%	-12	-10%	-13%	2%	-6%
FC(F)(F)c1cc(C(F)(F)F)c2ccc(Oc3ccccc3)nc2n1	6%	-22%	-1%	1%	2	-7%	5%	?	-2%
O=C(COc1ccccc1)Nc1ccc(OC(F)(F)C(F)F)c(NC(=O)COc2ccccc2)c1	2%	-4%	-2%	3%	0	-7%	-39%	6%	-4%
O=C(NCC(c1ccco1)N1CCc2ccccc2C1)c1ccccc1Br (centres undefined)	nt	0%	?	0%	-1	-20%	10%	nt	3%
CCOC(=O)C1=CN(Cc2ccco2)S(=O)(=O)NC1c1cccc(OC)c1 (centres undefined)	nt	6%	?	-2%	4	-10%	-24%	nt	-16%
Cn1c(SCC(=O)N2CCCC2)nc2ccccc2c1=O	-1%	-5%	0%	-10%	-5	-7%	-6%	-14%	-6%
COC(=O)N/N=C/c1cccs1	0%	-11%	-9%	?	-3	-23%	6%	0%	-3%
Cc1ccc(Cn2ccc(NC(=O)c3cc(CC(C)C)on3)n2)cc1	-1%	-11%	-4%	0%	1	-26%	9%	6%	9%
Cc1nonc1C(=O)N/N=C/c1cccc(O)c1	-7%	-6%	17%	nt	-6	-13%	5%	-1%	3%
O=C(Nc1cccc(S(=O)(=O)N2CCOCC2)c1)c1ccccn1	3%	5%	0%	10%	-3	-5%	9%	-16%	18%
Nc1ccc(-c2cnc3ccccc3n2)cc1	nt	-8%	?	9%[15.4 µM]	-5	-16%	-15%	nt	nt
COc1ccc2c3c(cccc13)OC2=O	?	-11%	?	-2%	13	-9%	-20%[56.9 µM]	1%	38%[activator]
CC(C)C[C@@H](CNCC(=O)[C@H](C)NC(=O)c1[nH]cnc1C(=O)N[C@@H](C)CN)NC(=O)c1nc[nH]c1C(=O)N[C@@H](CC(=O)O)C(=O)O	nt	1%	6%	13%	2	-18%	?	nt	nt
CC(=O)c1cn(C(=O)c2ccc(Cl)cc2)c2ccccc12	16%	-7%	-5%	-3%	-8	6%	15%[56.9 µM]	-2%	-9%
COc1cc(/C=C/C2=NC(=O)C(C)(C)O2)ccc1O	1%	-1%	nt	nt	7	-2%	6%	5%	2%
CC(=O)Nc1ccc(S(=O)(=O)Nc2nc3c(s2)CCCC3)cc1	2%	-3%	-5%	8%	-3	-6%	-16%	8%	-10%
CC(=O)Nc1ccc(S(=O)(=O)N(Cc2ccco2)CC2CCCO2)cc1 (centres undefined)	-5%	-12%	0%	-8%	-7	-11%	-12%	-10%	-3%
CCOC(=O)c1nn(-c2ccc(F)cc2)c(=O)cc1OCC(=O)Nc1ccc(F)c(F)c1	nt	4%	-12%	-16%	-6	-8%	1%	nt	24%
O=C(Cn1cc(S(=O)(=O)Cc2ccc(F)cc2)c2ccccc21)NCc1ccccc1	-22%	-3%	?	9%	-15	-4%	-14%	-7%	nt
COc1cc(/C=N/NC(=O)Cc2csc(C)n2)ccc1OCC(C)C	-15%	-4%	8%	3%	-1	11%	5%	-16%	-4%
CCc1ccc(CNC(=O)CCn2nc(C)c3c(C)n(-c4ccccc4)nc3c2=O)cc1	-21%&41%	-4%&-7%	-3%&-15%	4%&1%	-17&0	-3%&-2%	-3%[56.9 µM]	-2%&-3%	-5%
CCC1=C2CC[C@H]3C(=O)N(c4ccccc4)C(=O)[C@H]3[C@H]2[C@@]2(C)C(=NCC3CC3)OC(=O)N2C1=O	2%	-1%	17%	-1%	0	-2%	-10%	-7%&-9%	-5%&3%
CCOc1ccc(/C=N/NC(=O)CC(=O)Nc2ccc(Cl)c(Cl)c2)cc1	?	-6%	25%	-6%	-14	5%	-11%	?	5%
COC(=O)c1cc(C(=O)Nc2nc3ccccc3[nH]2)cc([N+](=O)[O-])c1	1%	-20%	3%	-1%	5	-24%	-26%	6%	21%
O=C(COc1ccc(Br)cc1)N/N=C1/SCC(=O)N1Cc1ccco1	-1%	0%	0%	-10%	-9	-16%	?	-21%	-3%
COc1cccc(CNCc2ccc(OC)c3ccccc23)c1OC	3%	2%	?	6%	-11	-16%	-35%	-9%	-4%
Cc1ccccc1OCC(=O)Nn1c(COc2ccccc2)nc2ccccc2c1=O	17%	-36%	-5%	-9%	-15	4%	9%	-14%	8%
COC(=O)c1cc(=O)c2cccc(OC)c2[nH]1	3%	-8%	?	-19%	-9	-5%	1%	108%[activator]	0%
COc1ccc(S(=O)(=O)N2CCCC2)cc1C(=O)N1CCCCC1	4%	-13%	2%	2%	-7	-1%	34%	-2%	-2%
C[C@H](CO)N1C[C@H](C)[C@H](CN(C)C(=O)Nc2cccc3ccccc23)Oc2c(NC(=O)c3ccc(-c4nccs4)cc3)cccc2C1=O	nt	8%	0%	11%	2	-21%	-22%	nt	-3%
CC(C)CN1CC(C)C(=O)N(c2ccccc2)C1=S (centres undefined)	nt	-10%	3%	8%	-1	-4%	24%	nt	nt

Part of the list above, reformatted:
| Molecule | POLB inh | Pol kappa inh | ALOX12 inh | ERG-DNA inh | LDHA block | Pol eta inh | RGS4 inh | Anesthetic bind | APE1 inh |
| --- | --- | --- | --- | --- | --- | --- | --- | --- | --- |
| COc1ccccc1C(=O)NC(=O)COC(=O)CCOc1ccc(C)cc1 | nt | -9% | -10% | 4% | -8 | ? | 1% | nt | -5% |
| CN(CC(=O)NCCc1ccc(S(N)(=O)=O)cc1)CC(=O)Nc1cccc(F)c1 | nt | 1% | -4% | 1% | -9 | -6% | 6% | nt | 4% |
| CC1CCN(C(=O)c2ccc3c(c2)N(Cc2ccccc2F)C(=O)c2ccccc2S3(=O)=O)CC1 | 13% | -13% | -1% | -1% | -1 | ? | -7% | -8% | nt |
| COc1ccc(NS(=O)(=O)c2cc(NC(=O)CNC(=O)c3ccc(C)s3)ccc2Cl)cc1 | 19% | -9% | -18% | 1% | -11 | -25% | -6% | 1% | -3% |
| Cc1ccc(S(=O)(=O)N/N=C/c2cccc(OC3CSC3)c2)cc1 | 1% | -5% | ? | 0% | 0 | -12% | -2% | 12% | 6% |
| OCC1(Cc2ccccc2F)CCCN(CC2CCCCC2)C1 (centres undefined) | -1% | -10% | 0% | -11% | -2 | -18% | -12% | -21% | 21% |
| Cc1cc(C)c2[nH]c(=O)c(=O)[nH]c2c1 | 0% | 6% | -27% | 1% | -3 | -4% | -6% | 8% | -2% |
| Cc1cc(C)c(/C=N/NC(N)=O)c(C)c1/C=N/NC(N)=O | 5% | -2% | 23% | 3% | -6 | -6% | -21% | 1% | 9% |
| O=C(Nc1nnc(SCc2ccccc2)s1)C1=COCCO1 | nt | -5% | 2% | -12% | -10 | 4% | -3% | nt | 1% |
| O=C(/C=C/c1ccccc1Cl)N1CCOCC1 | 33% | 4% | 20% | -14% | -4 | -18% | -7% | 6% | -6% |
